From PubChem
SR-BI DiI inh: inhibitors of SR-BI mediated HDL lipid uptake, primary screen, ldlA[mSR-BI] cells, fluorescence, single point; 320,000 tested, 0.96% active; Scavenger receptor class B member 1 (Mus musculus), Q61009; inhibition, % at 12.5 µM; ldlA[mSR-BI] CHO cells, DiI-HDL uptake fluorescence, 3 h;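 active = mean replicate inhibition of at least 70% and a set share of replicates each scoring 70 or more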;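 note: 0% = median of neutral control wells and 100% = median of positive control wells; values of inactives mirror those of a sister screen read the other way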
Target sequence (Q61009 whole entry, looked up): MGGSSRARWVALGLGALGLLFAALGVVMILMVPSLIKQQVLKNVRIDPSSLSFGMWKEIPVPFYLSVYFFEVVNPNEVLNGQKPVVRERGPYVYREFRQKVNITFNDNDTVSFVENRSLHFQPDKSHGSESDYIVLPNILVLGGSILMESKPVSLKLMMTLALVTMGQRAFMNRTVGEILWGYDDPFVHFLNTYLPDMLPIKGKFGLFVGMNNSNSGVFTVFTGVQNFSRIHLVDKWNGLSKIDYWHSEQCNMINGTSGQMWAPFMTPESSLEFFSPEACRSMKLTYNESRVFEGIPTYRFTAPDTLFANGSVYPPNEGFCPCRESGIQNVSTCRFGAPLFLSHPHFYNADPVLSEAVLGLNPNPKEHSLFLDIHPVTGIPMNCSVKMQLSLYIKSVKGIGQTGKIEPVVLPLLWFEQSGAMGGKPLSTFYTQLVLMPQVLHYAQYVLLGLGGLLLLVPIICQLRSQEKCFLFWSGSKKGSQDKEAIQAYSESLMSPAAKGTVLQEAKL
CDK5 p35 inh: inhibitors of human CDK5/p35 kinase, primary screen, biochemical, single concentration | 330,000 tested, 0.01% active | Recombinant CDK5/p35, ADP-Glo luminescence, 60 min | inhibition, % at 10 µM | Cyclin-dependent kinase 5 (Homo sapiens) + Cyclin-dependent kinase 5 activator 1 (Homo … | AID 488839, 2010;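 active = highest replicate inhibition of at least 50% and at least 75% of replicates reaching 50%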;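 note: plate controls were DMSO neutral control for no effect and GW8510 at 10 µM for full effect; many of its hits are not listed in these tables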
RTF Ca sens act: cardiac RTF calcium sensitivity activators, primary screen, biochemical, IANBD-TnC fluorescence, EC20 calcium; activation, % at 7.2 µM; IANBD-labeled TnC RTF fluorescence at EC20 calcium; 0% EC20 calcium, 100% full calcium; AID 493008, 2010; 340,000 tested, 0.24% active;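 active = activation above the mean over all tested compounds plus 3 SD, cut at about 30% in these data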;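 note: rise in fluorescence read as greater calcium sensitivity of cardiac thin filaments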
Wnt bcat act: Wnt/beta-catenin pathway activators, primary screen, cell-based, plate reader, single point; Wnt/beta-catenin reporter cell assay, activator; activation, % at 9.35 µM; 300,000 tested, 1.2% active; AID 743398, 2014; in the data active = activation above about 30%, passing the limit was not always enough;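 note: 0% = neutral control wells and 100% = positive control wells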
HTR5A ag: HTR5A agonists in luminescence cell assay, primary screen, counter-screen for OPRM1-OPRD1 heterodimer agonist project, full-deck HTS; cell-based; activation, % at 9.3 µM; 340,000 tested, 0.61% active; in the data active = activation mostly above about 9.5%, no sharp cut-off; inactive = mostly below about 7.6%;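 note: 0% = cells with vehicle only and 100% = reference agonist; strong numbers were not always called active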
PvdQ acylase: P. aeruginosa PvdQ acylase inhibitors, primary screen, biochemical, fluorescence, plate reader and imaging, single point; PvdQ acylase [Pseudomonas aeruginosa LESB58]; inhibition, % at 10 µM; AID 488965, 2010; 340,000 tested, 0.063% active; purified PvdQ acylase; in the data active = inhibition above about 30%, passing the limit was not always enough;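 note: 0% = vehicle neutral wells and 100% = reference inhibitor wells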
Rtt109 Vps75: inhibitors of C. albicans Rtt109/Vps75 HAT, primary screen, biochemical, ThioGlo CoA-SH fluorescence, plate reader. Histone acetyltransferase RTT109 (Candida albicans (strain SC5314 / ATCC MYA-2876)), …. purified Rtt109/Vps75, 4 h. inhibition, % at 34.9 µM. 330,000 tested, 0.16% active. AID 540336, 2011;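 active = inhibition of at least 50% in every replicate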
SR-BI uptake up: activators of SR-BI mediated DiI-HDL uptake, primary screen, ldlA[mSR-BI] CHO cells, DiI fluorescence. 3 h; 100 = double the neutral-control signal. activation, % at 12.5 µM. 320,000 tested, 0.096% active. AID 504775, 2011;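 active = mean replicate activation of at least 60% and every replicate at or above 60%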;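 note: 0% = median plate neutral-control signal and 100% = twice that signal; values of inactives mirror those of a sister screen read the other way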
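Assay system: CHO ldlA[mSR-BI] cells, LDL receptor-null, SR-BI overexpressing; medium: Ham's F12 with 0.5% BSA, HEPES 25 mM, pH 7.4; also added: DiI-HDL 10 µg/mL; timing: 3 h uptake period with compound, 37 °C; signal: DiI fluorescence, bottom read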
dFosB act: activators of delta FosB homodimer, primary screen, biochemical, fluorescence polarization, TAMRA-CDK5 oligo, single point. activation, % at 25 µM. Protein FosB (Mus musculus), P13346. 340,000 tested, 0.99% active. purified delta FosB; percent of positive-control signal above neutral wells;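 active = mean activation above about 17%, with every replicate also reaching it, limit read from the data, passing the limit was not always enough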;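 note: fluorescence polarization rise as delta FosB binds a TAMRA Cdk5 AP-1 oligo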
Target sequence (P13346 whole entry, looked up): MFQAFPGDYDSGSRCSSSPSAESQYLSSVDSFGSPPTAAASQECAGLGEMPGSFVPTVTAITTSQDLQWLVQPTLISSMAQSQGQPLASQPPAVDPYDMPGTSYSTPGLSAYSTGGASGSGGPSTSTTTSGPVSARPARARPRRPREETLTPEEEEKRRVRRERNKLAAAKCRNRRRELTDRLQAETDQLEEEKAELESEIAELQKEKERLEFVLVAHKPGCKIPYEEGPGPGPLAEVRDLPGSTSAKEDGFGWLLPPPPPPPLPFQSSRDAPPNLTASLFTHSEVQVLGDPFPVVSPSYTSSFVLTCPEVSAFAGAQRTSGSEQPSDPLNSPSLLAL
MITF act: activators of MITF-driven TRPM1 promoter reporter, primary screen, cell-based, SK-MEL-5, luciferase, single point | 300,000 tested, 0.75% active | activation, % at 12.5 µM | SK-MEL-5 TRPM1-promoter luciferase, 24 h; % of positive control, neutral wells = 0;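 active = mean activation of at least 80% with every replicate also reaching 80%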;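 note: 0% = neutral control wells and 100% = parthenolide positive control wells; values of inactives mirror those of a sister screen read the other way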
* marks the source's active call; other numbers are inactive results; . = not tested or not shown.

Every second line gives: SR-BI DiI inh	CDK5 p35 inh	RTF Ca sens act	Wnt bcat act	HTR5A ag	PvdQ acylase	Rtt109 Vps75	SR-BI uptake up	dFosB act	MITF act
Cc1ccc(S(=O)(=O)N(C)C)cc1NS(=O)(=O)c1ccc(Cl)s1
    -43	0.4	3	0	-1	9	10	43	-7	-1
CCc1ccc(CN2CCC(n3nccc3NC(=O)c3ccccc3)CC2)o1
    4	-0.4	-2	2	-2	-4	-3	-4	-7	5
Cc1nn(CCOc2ccccc2)c(=O)n1-c1ccccc1F
    -16	1.5	5	.	1	0	-1	16	-3	.
CC(OC(=O)c1cccs1)C(=O)NCc1cccs1 (stereo unspecified)
    4	0.1	1	-2	0	-6	-7	-4	-2	.
Cc1ccc(C)c(S(=O)(=O)N2CCN(C(=O)Cc3ccccc3)CC2)c1
    -18	1.2	4	-3	-11	-10	6	18	-10	6
COc1ccc(C(=O)NC2=NCCS2)cc1
    -7	-0.9	6	36*	-1	-3	.	7	-1	63
C=CCNC(=O)CSc1cc([N+](=O)[O-])cc(S(=O)(=O)Cc2ccccc2)c1
    17	-1.2	-5	.	8	-6	-4	-17	-7	-13
CCN1CCCC1CNCC(O)COc1ccc(C(C)(C)C)cc1C (stereo unspecified)
    -10	-0.6	0	-4	0	-23	2	10	2	22
NS(=O)(=O)c1cccc(NC(=O)CSc2nnc(C3CC3)n2Cc2ccccc2)c1
    .	1.0	0	2	-6	-4	-1	.	-6	3
Cc1nnc(N2C(=O)C(=O)/C(=C(/O)c3ccc4c(c3)OCCO4)C2c2ccc([N+](=O)[O-])cc2)s1 (stereo unspecified)
    .	1.9	-6	1	-1	2	10	.	-9	2
O=C(CSCc1ccccc1Cl)Nc1ccc2c(c1)OCCO2
    -2	-0.9	2	-5	5	-13	-1	2	4	135*
O=C(NCCC(=O)N1CCOCCOCCOCCOCC1)OCc1ccccc1
    -4	-1.5	1	0	5	-6	-9	4	1	.
CCOc1cc2[nH]c(=S)n(CCC(=O)NCc3ccc(OC)cc3)c(=O)c2cc1OCC
    -2	1.2	9	.	-1	-12	-2	2	2	.
COc1ccc(C(=O)NC(=S)Nc2cccc(Cl)c2N2CCOCC2)cc1[N+](=O)[O-]
    40	0.1	3	-3	1	-6	10	-40	-1	-10
CC(C)c1ccc(/C=C2\C(=O)N(CCN3CCOCC3)C(=S)N2C)cc1
    15	-1.0	.	-2	.	-1	8	-15	-16	6
CCSc1nc(-c2cccnc2)ccc1C#N
    -3	0.4	0	0	-1	-13	1	3	-18	18
Cc1c(S(=O)(=O)NCCc2ccccc2)c(=O)n(C)c(=O)n1C
    -4	0.9	9	1	1	-12	-6	4	3	7
COCc1cc(SC2CCCCC2)nc(C)n1
    8	0.8	2	0	2	3	-4	-8	3	35
COCCCn1c(SCC(=O)Nc2ccc(C(C)=O)cc2)nc2ccccc2c1=O
    11	-0.5	4	.	-2	4	-6	-11	-20	.
COc1ccc(C(=O)CCC(=O)NCc2cc(OC)cc(OC)c2)cc1
    -13	0.8	3	-1	0	-14	-1	13	-5	7
CCOC(=O)c1sc2nc(C)nc(SC(C)C(=O)NC3CC3)c2c1C (stereo unspecified)
    58	-3.4	-2	-3	6	-7	2	-58	-6	6
CCOC(=O)N1CC=C2C(C#N)=C(N)C(C#N)(C#N)[C@H](c3ccccc3OCC)[C@H]2C1
    -1	2.0	0	.	3	-17	16	1	-14	-11
C=CCOCC(O)Cn1c(N2CCCC2)nc2c1c(=O)n(C)c(=O)n2C (stereo unspecified)
    -7	-0.4	-2	2	-1	-16	0	7	-5	.
O=C(CCN1C(=O)/C(=C/c2ccccc2)SC1=S)N[C@@H](CO)Cc1ccccc1
    18	-0.1	6	-2	4	-3	-4	-18	5	5
COCCCn1c(=O)c2sccc2n2c(CCCC(=O)NCc3ccc(OC)cc3)nnc12
    9	0.7	-5	-1	-1	0	-6	-9	-4	13
COc1ccc(C2=CCC3CCCCN3C2)cc1OC (stereo unspecified)
    15	-5.8	1	-5	7	-2	-2	-15	-5	-3
Cn1c(N)c(C(=O)Nc2ccc(-c3ccccc3)cc2)sc1=S
    14	0.0	1	-3	5	-14	-11	-14	-6	.
CCN(CCCNC(=O)CCc1nc(-c2ccc(OC)cc2)no1)c1cccc(C)c1
    62	-4.9	-4	.	-6	-10	9	-62	1	-3
COC(=O)c1cc(COC(=O)c2nc3nccc(C)n3n2)oc1C
    -21	-0.9	-2	0	4	-6	-4	21	-2	0
CCCN1CCN(C(=S)Nc2ccc(S(N)(=O)=O)cc2)CC1
    2	-0.8	0	0	1	-10	5	-2	2	7

Continuation:
Every second line gives: SR-BI DiI inh	CDK5 p35 inh	RTF Ca sens act	Wnt bcat act	HTR5A ag	PvdQ acylase	Rtt109 Vps75	SR-BI uptake up	dFosB act	MITF act
COc1cc(OC)cc(C(=O)NC(=S)NNC(=O)c2cnccn2)c1
    -24	0.4	-2	-2	-1	-11	2	24	-7	-23
Cc1sc2ncnc(SCC(=O)NC3CC3)c2c1C
    2	2.9	7	.	-3	-12	-1	-2	-10	7
CSc1cccc(CN2CCCC(CNC(=O)c3ccco3)C2)c1 (stereo unspecified)
    -6	-3.3	1	-1	-4	-12	2	6	0	-2
CCn1c(C)c(C)c2cc(C(=O)N3CCCC3)ccc21
    10	.	2	1	7	3	-2	-10	8	-4
Nc1ccc(-c2c3ccccc3nc3ccccc23)cc1
    40	0.5	-3	-2	2	1	-5	-40	5	.
Cc1ccc(S(=O)(=O)N2CCCOC2CNC(=O)C(=O)NC2CCCC2)cc1 (stereo unspecified)
    -11	-0.8	0	1	0	-9	11	11	3	-10
COC(=O)C[C@H](NC(=O)Cn1cc(C)c(=O)[nH]c1=O)C(=O)OC
    -35	0.5	0	-2	1	-8	-5	35	-5	16
O=C1NCC(O)=C1C=Nc1ccccc1O
    .	-1.7	0	1	-2	-3	4	.	-14	-4
O=C(NCCCn1ccnc1)c1nc(Cn2cc(Br)cn2)no1
    -9	-2.2	-2	0	-1	10	-1	9	-6	-14
Cc1ccc(N2CC(C(=O)OCc3nc(N)nc(Nc4ccccc4C)n3)CC2=O)cc1 (stereo unspecified)
    -14	0.0	-3	-1	-1	-8	0	14	-12	7
CCOC(=O)CSc1nc2sc3c(c2c(=O)n1-c1ccc(OCC)cc1)CCN(C)C3
    7	-0.2	-1	0	0	7	1	-7	2	8
CCOc1ccc(N2CC(C(=O)Nc3ccccn3)CC2=O)cc1 (stereo unspecified)
    9	-2.4	12	0	-4	-8	-1	-9	-1	0
NC(=O)c1cc(S(=O)(=O)NCc2cccc(Br)c2)cs1
    -17	1.7	0	-2	6	-13	1	17	-5	-10
COc1cc(/C(C)=N/N2CCN(Cc3ccc(C)cc3)CC2)ccc1O
    0	-0.2	1	-1	1	-7	-9	0	3	.
c1ccc2c(c1)[nH]c1ccccc12
    -14	2.6	-5	0	2	-9	-5	14	2	8
CCCOC(=O)C1NC(=O)N2C(C(=O)OCCC)C(C)(C)S[C@H]12 (stereo partly specified)
    -11	1.8	2	-3	2	-15	5	11	-7	15
COc1ccc(NC(=O)NCCc2cccc(Cl)c2)cc1OC
    14	1.6	-5	.	-2	-6	-9	-14	-11	10
Cc1c(NC(=O)C(C)OC(=O)C(NC(=O)c2ccco2)C(C)C)c(=O)n(-c2ccccc2)n1C (stereo unspecified)
    -12	-2.7	6	-2	1	-10	-1	12	-1	-5
CCNC(=S)NNC(=O)c1cccc(Br)c1
    -31	1.2	2	.	1	-9	1	31	-2	4
CC(=O)c1cccc(NC(=O)C(C)OC(=O)CCn2c(C)csc2=O)c1 (stereo unspecified)
    7	-2.3	1	-2	1	-14	0	-7	-5	.
CC(C)CNc1nc(Oc2ccc(=O)[nH]n2)nc(N2CCOCC2)n1
    3	-1.3	4	-1	1	-14	-4	-3	0	-4
CCc1sc(C(=O)NC)cc1Br
    -1	1.9	0	.	4	-6	3	1	-9	1
CCc1ccccc1NC(=O)CN(C)C(=O)CSc1nnc(Nc2ccc(C)cc2)s1
    41	-0.1	-3	-2	-1	-6	-1	-41	4	-11
COC(=O)c1cc(OC)c(OC)cc1NC(=O)C1CCC(=O)N1S(=O)(=O)c1ccc(C)cc1 (stereo unspecified)
    18	-2.6	-1	.	3	-6	6	-18	-4	.
COc1ccc(Cl)cc1NC(=O)CN1CCCC1
    -7	-1.1	1	4	0	5	.	7	4	3
Cc1ccc(C(=O)/C=C/c2ccccc2)o1
    -16	-2.0	7	.	-1	-7	3	16	-3	24
CCOC(=O)c1ccc(N=C2S/C(=C\c3cc(C)n(-c4cccnc4)c3C)C(=O)N2C)cc1
    .	0.2	9	.	-3	-12	-7	.	0	4
O=C(CSc1ccsc1[N+](=O)[O-])NCc1ccccc1
    -7	0.5	7	11	-3	-8	1	7	-3	31
ClCC1NCC(c2ccccc2Cl)c2c1[nH]c1ccccc21 (stereo unspecified)
    15	1.3	7	-2	4	-3	-1	-15	-2	-8
CN(C(=S)Nc1ccc(SC(F)F)cc1)C(c1ccccc1)c1ccccc1
    10	-1.3	5	-2	4	-13	-1	-10	-2	-5

The list continues.
Every second line gives: SR-BI DiI inh	CDK5 p35 inh	RTF Ca sens act	Wnt bcat act	HTR5A ag	PvdQ acylase	Rtt109 Vps75	SR-BI uptake up	dFosB act	MITF act
COc1ccc(C2Nc3ccccc3C(=O)N2Cc2ccccc2)cc1COc1ccccn1 (stereo unspecified)
    -2	-0.2	0	.	2	-10	.	2	1	6
S=c1[nH]cnc2scc(-c3ccccc3)c12
    .	-8.2	15	-1	-2	-3	-3	.	-3	6
Cc1cc(C)n(Cc2cc(C(=O)O)c3ccccc3n2)n1
    -7	-1.1	-6	-1	1	-12	-5	7	0	11
COc1ccccc1OCC(=O)N1CCCC(Nc2ccc(F)c(F)c2)C1 (stereo unspecified)
    -13	-0.2	7	-3	0	-18	-10	13	-4	-5
O=C(CN1C(=O)CSc2ccc(S(=O)(=O)N3CCOCC3)cc21)NCc1ccc(Cl)cc1
    -28	0.6	-2	1	2	-8	11	28	-8	9
C=C1CCN([C@@H](CC(C)C)C(=O)NCCCc2ccccc2)S(=O)(=O)c2ccccc21
    -2	-1.5	-4	2	-1	1	5	2	-6	11
CCOc1ccc(S(=O)(=O)Nc2cccc(C(=O)NCC(C)(C)N3CCOCC3)c2)cc1
    -36	-1.1	-6	4	4	4	5	36	-3	4
